High-throughput results (PubChem BioAssay)
PrPC surface inh = inhibitors of human cell surface prion protein PrPC. inhibition, % at 13.8 µM. P04156. AID 720596. 0.43% of 370,000 active. TR-FRET read-out; in the data active = inhibition above about 24%; note: 0% = median of the test wells and 100% = reference compound wells
CCHFV vOTU inh = CCHFV vOTU protease inhibition. Pep-AMC fluorescence. inhibition, % at 11.5 µM. 0.55% of 370,000 active. AID 651958; in the data active = inhibition above about 30%; note: 0% = vehicle wells with enzyme and 100% = no enzyme wells
* marks the source's active call; other numbers are inactive results.

SMILES	PrPC surface inh	CCHFV vOTU inh
CCN(CC)C(=O)CC[C@H]1CC[C@]2(CCCN(C(=O)C3CCCC3)C2)O1	-6	-1
CC(C)N1CCCCC(NC(=O)c2c(F)cccc2F)C1=O (stereo unspecified)	7	5
CN1[C@@H](Cc2ccccc2)COc2cccc(F)c2S1(=O)=O	-12	2
Cc1ccc(-c2c(C(=O)NCC(C)C)oc(=O)c3ccccc23)cc1	0	6
Cc1ccc(S(=O)(=O)NCC(=O)OCN2C(=O)c3ccccc3C2=O)cc1	2	6
C[C@@H]1/C=C/CC(=O)N[C@H](c2ccc3ccccc3c2)[C@H](C)/C=C/CC(=O)N[C@@H]1c1ccc2ccccc2c1	-4	7
COC(=O)[C@]12C[C@H](CC(=O)N3CCCCC3)C(=O)N(Cc3cccc4ccccc34)C1=C[C@H](C(C)(C)C)O[C@@H]2C	-3	17
O=C(Nc1ccc(F)cc1)OC1CC2CC1[C@H]1CCCCN1C2 (stereo partly specified)	-3	-3
COC(=O)[C@]12C[C@H](CC(=O)N3CCCCC3)C(=O)N(CCC3=CCCCC3)C1=C[C@H](C1CCCC1)O[C@@H]2C	-2	16
Fc1ccc(F)c(Cn2ccc3ccc(-c4ccc5ccn(Cc6cc(F)ccc6F)c5c4)cc32)c1	8	-5
CC[C@@H](CCCCCCCn1ccc2ccccc21)CCC(=O)N(c1ccccc1)c1ccccc1	-3	5
CCCCCCCCN1C(=O)[C@@H](CC(=O)NCc2ccccc2)C[C@@]2(C(=O)OC)C1=C[C@H](COCc1ccccc1)O[C@@H]2C	4	24
O=C(c1sccc1Cl)N1CCC(n2nnc3ncccc32)CC1	6	-1
O=C(C1CCCN1S(=O)(=O)c1ccc([N+](=O)[O-])cc1)N1CCN(c2ccccc2)CC1 (stereo unspecified)	-24	-5
Cc1ccc(CNC(=O)OC(C)(C)C)c(/C=C/S(=O)(=O)NC2CCCC2)c1	10	16
CCOc1ccc(-n2c(SCC(=O)Nc3ccc(OCc4ccccc4)cc3)nnc2-c2ccc(Cl)cc2)cc1	-3	0
O=C(Nc1c(-c2ccc(F)cc2)nc2ncccn12)c1ccccc1	-5	-16
COc1ccc2[nH]c3c(c2c1)CCN[C@]31C(=O)N(Cc2ccccc2)c2ccccc21	-1	-8
COC(=O)c1c(NC(=O)c2ccc(S(=O)(=O)N3CCOCC3)cc2)sc2c1CCN(C)C2	1	10
COC(=O)[C@]12C[C@H](CC(=O)N3CCSCC3)C(=O)N(Cc3cccc4ccccc34)C1=C[C@H](COCc1ccccc1)O[C@@H]2C	-3	3
CCCCOCCCNC(=O)C[C@H]1C[C@@]2(C(=O)OC)C(=C[C@H](C3CCCC3)O[C@@H]2C)N(Cc2cccc3ccccc23)C1=O	2	26
C#CCNC(=O)C[C@H]1C[C@@]2(C(=O)OC)C(=C[C@H](C(C)C)O[C@@H]2C2CC2)N(Cc2ccco2)C1=O	5	3
Cc1ccc(-n2c(SCC(=O)c3ccc(O)c(O)c3)nnc2-c2ccccc2)cc1	-4	19
O=C(NC1CCCCN(Cc2ccc(Cl)cc2)C1=O)c1cccc2nsnc12 (stereo unspecified)	-11	4
C#CCNC(=O)C[C@H]1C[C@@]2(C(=O)OC)C(=C[C@H](C(C)(C)C)O[C@@H]2C)N(Cc2cccc3ccccc23)C1=O	-2	14
COC(=O)c1ccc(Cn2ccc3ccc(-c4ccc5ccn(C(=O)c6ccc(C)cc6)c5c4)cc32)cc1	3	8
COc1ccc(CN2CCC(CNC(=O)NCc3ccccc3)CC2)cc1	-11	-10
O=C(CSc1nc2ccccc2nc1N1CCCCC1)N1CCN(S(=O)(=O)c2ccccc2)CC1	-8	7
COc1ccc(C2C(C(=O)Nc3ccc(Cl)c(Cl)c3)CCC(=O)N2c2ccc(OC)cc2)cc1 (stereo unspecified)	-4	3
O=C(NC1CCCCN(Cc2cccc(C(F)(F)F)c2)C1=O)c1ccc(Cl)cc1 (stereo unspecified)	11	12
C=CCN1C(C(=O)OC)CN(Cc2cn(Cc3ccc(F)cc3)nn2)CCS1(=O)=O (stereo unspecified)	12	-5
Cc1ccc(NC(=O)C2CCN(c3nnc(-n4cccc4)s3)CC2)c(C)c1	-1	2
O=C(NCCc1ccccc1)c1ccc(Sc2ccccc2Cl)c([N+](=O)[O-])c1	5	2
COc1ccc(Cn2ccc3ccc(-c4ccc5ccn(C(=O)C6CCC6)c5c4)cc32)cc1	7	11
CCCSc1nnc(-c2ccco2)n1C	-1	-2
CCOC(=O)/C(C#N)=C/c1cc(C)n(-c2ccc(Br)cc2)c1C	-3	-8
CSc1ccc(C=Nn2c(-c3ccc(F)cc3)n[nH]c2=S)cc1	2	5
CC(C)CCN(C)C1CCN(C(=O)NCc2ccccc2)CC1	7	15
CCOC(=O)N1CCN(C(=O)C[C@@H]2C(=O)N3CCCC4=C3[C@@]2(C(=O)OC)CCCC4)CC1	-3	0
O=C(Nc1ccc(F)cc1)OCc1cn(Cc2ccc(F)cc2)nn1	3	3

Sorted by heavy-atom count (rising): three of the compounds above.
SMILES	PrPC surface inh	CCHFV vOTU inh
CCCSc1nnc(-c2ccco2)n1C	-1	-2
O=C(NCCc1ccccc1)c1ccc(Sc2ccccc2Cl)c([N+](=O)[O-])c1	5	2
CCCCOCCCNC(=O)C[C@H]1C[C@@]2(C(=O)OC)C(=C[C@H](C3CCCC3)O[C@@H]2C)N(Cc2cccc3ccccc23)C1=O	2	26

(next part)
SMILES	PrPC surface inh	CCHFV vOTU inh
CC(C)CNc1cccc2c1S(=O)(=O)N(Cc1cn(Cc3ccccc3C(F)(F)F)nn1)Cc1ccccc1O2	-2	11
Cc1cc(NC(=O)c2ccc(NS(=O)(=O)c3ccccc3)cc2)no1	3	0
O=C(NCCCNC(=O)NC1CCCCC1)NC1CCCCC1	0	-15
N#CCC[C@H]1CC[C@]2(CCCN(Cc3ccccc3)C2)O1	-7	-1
O[C@H](COc1cccc(F)c1)CN1CCC(C(O)(c2ccccc2)c2ccccc2)CC1	-16	-3
CCc1ccc(CCNC(=O)OC2CC3CC2[C@H]2CCCCN2C3)cc1 (stereo partly specified)	11	3
COC(=O)[C@]12C[C@H](CC(=O)NCCCCc3ccccc3)C(=O)N(CCC3=CCCCC3)C1=C[C@H](C(C)C)O[C@@H]2C1CC1	10	37*
Cc1nc2ccc(C(=O)N3CCN(C(=O)C(C)(C)C)CC3)cc2n1C1CCCC1	5	12
COCc1cccc(-c2cc(C(=O)OC)c3n(c2=O)CCC3)c1	5	-3
C=CCN(CC#CC(=C)C)Cc1ccccc1	-4	0
Cc1ccc(S(=O)(=O)NCC(=O)N2CCN(c3ccccn3)CC2)s1	-4	2
CCNC(=S)NNC(=O)CSc1nc2ccccc2c(=O)n1-c1ccc(Cl)cc1	16	2
CN[C@H]1C[C@H]2c3[nH]c4cccc(-c5ccc6c(c5)OCO6)c4c3CCN2C[C@H]1[C@H](C)O	-12	-8
CCOC(=O)N1C(=O)C[C@](Sc2ccc(OC)cc2)(C(=O)N2CCN(C(C)=O)CC2)[C@H]1c1ccc(OC)cc1	-3	-7
O=C(C1CCCN1S(=O)(=O)c1cccc2ccccc12)N1CCN(c2ccccc2)CC1 (stereo unspecified)	-3	-2
CC(C)(C)c1ccc(-c2nnc3sc(COc4ccccc4)nn23)cc1	-2	7
CCOC(=O)[C@]12CCCC3=C1N(CCC3)C(=O)[C@@H](CC(=O)NCc1ccc(OC)c(OC)c1)C2	5	0
Cc1cccc(C(=O)Nc2c(-c3ccc(F)cc3)nc3ncccn23)c1	1	-20
O=C1c2ccccc2C(=O)N1CCCc1nc2ccccc2c(=O)n1-c1cccnc1	-3	4
c1ccc(-c2nnc3n2N=C(c2ccc4ccccc4c2)CS3)cc1	4	2
CCOP(=O)(c1ccccc1)c1nc(-c2ccccc2C)oc1N1CCCCC1 (stereo unspecified)	5	22
O=C(OCc1cn(Cc2cccc(F)c2F)nn1)N1CCCC1	6	0
COc1ccc(CNCC#Cc2ccccc2)cc1	0	-2
COC(=O)c1ccc2c(C3(c4c[nH]c5ccccc45)CCN(C(=O)OC(C)(C)C)CC3)c[nH]c2c1	-11	15
Cc1ccc(-c2c(NC(=O)C3CC3)nc3ncccn23)cc1	-7	-57
COC(=O)C1CN(CCO)CCS(=O)(=O)N1Cc1cccc(Cl)c1 (stereo unspecified)	5	-6
Cc1nn(-c2ccccc2)c2sc(C(=O)NCc3ccc(F)cc3)cc12	-2	-4
CCOC(=O)[C@]12CCCCC/C=C\1N(CCc1ccc(Cl)cc1)C(=O)[C@H]2CC(=O)NCc1ccc(OC)c(OC)c1	8	15
Cc1cc(-c2nnc(SCC(=O)Nc3cccc4ccccc34)n2N)n[nH]1	5	12
CCOC(=O)Cc1nc(N2CCCN(C(C)=O)CC2)c2c(C)c(C(=O)OCC)sc2n1	-10	-1
CC(NC(=O)c1cc2ccc(C(F)(F)F)cc2nc1N)c1cccc2ccccc12 (stereo unspecified)	1	-2
CCN(C(=O)[C@@H](C1CC1)[C@@H](O)c1ccc2ccccc2c1)c1ccccc1	-4	11
C#CCN1CC(N(C)CCOC(=O)c2cccs2)CS1(=O)=O (stereo unspecified)	8	-3
COC(=O)[C@]12C[C@H](CC(=O)N3CCCC3)C(=O)N(Cc3ccco3)C1=C[C@H](COCc1ccccc1)O[C@@H]2C	-5	-6
CCCC[C@H]1C2CC(OC(=O)Nc3ccccc3C)C(C2)[C@H]2CCCCN21 (stereo partly specified)	-9	1
CC[C@@H](CCC(=O)N(c1ccccc1)c1ccccc1)c1ccc(C)cc1	9	8
COCCCN1C(=O)[C@H](CC(=O)NCCc2ccccc2OC)[C@]2(C(=O)OC)CCCCC=C12	-6	-1
O=C(Nc1ccc(F)cc1)OCc1cn(Cc2ccc(F)cc2F)nn1	5	5
CC(C)CN1C(=O)[C@]2(CC(=O)N(C)C2c2ccccc2)c2cc(-n3cc(C4=CCCCC4)nn3)ccc21 (stereo partly specified)	-8	6
CCOC(=O)C1(Cc2ccccc2)CCN(Cc2cccc(C#N)c2)CC1	-2	-1
O=C1C(=O)N(CCCN2CCOCC2)C(c2cccs2)/C1=C(/O)c1ccc2c(c1)OCO2 (stereo unspecified)	-6	11
CCCCCCCCN1C(=O)[C@@H](CC(=O)NCc2ccc(C)o2)C[C@@]2(C(=O)OC)C1=C[C@H](C(C)C)O[C@@H]2C1CC1	-2	30*

Some of the entries above in another layout.
structure | PrPC surface inh | CCHFV vOTU inh
CCOC(=O)[C@]12CCCC3=C1N(CCC3)C(=O)[C@@H](CC(=O)NCc1ccc(OC)c(OC)c1)C2 | 5 | 0
Cc1cccc(C(=O)Nc2c(-c3ccc(F)cc3)nc3ncccn23)c1 | 1 | -20
O=C1c2ccccc2C(=O)N1CCCc1nc2ccccc2c(=O)n1-c1cccnc1 | -3 | 4
c1ccc(-c2nnc3n2N=C(c2ccc4ccccc4c2)CS3)cc1 | 4 | 2
CCOP(=O)(c1ccccc1)c1nc(-c2ccccc2C)oc1N1CCCCC1 (stereo unspecified) | 5 | 22
O=C(OCc1cn(Cc2cccc(F)c2F)nn1)N1CCCC1 | 6 | 0
COc1ccc(CNCC#Cc2ccccc2)cc1 | 0 | -2
COC(=O)c1ccc2c(C3(c4c[nH]c5ccccc45)CCN(C(=O)OC(C)(C)C)CC3)c[nH]c2c1 | -11 | 15
Cc1ccc(-c2c(NC(=O)C3CC3)nc3ncccn23)cc1 | -7 | -57
COC(=O)C1CN(CCO)CCS(=O)(=O)N1Cc1cccc(Cl)c1 (stereo unspecified) | 5 | -6
Cc1nn(-c2ccccc2)c2sc(C(=O)NCc3ccc(F)cc3)cc12 | -2 | -4
CCOC(=O)[C@]12CCCCC/C=C\1N(CCc1ccc(Cl)cc1)C(=O)[C@H]2CC(=O)NCc1ccc(OC)c(OC)c1 | 8 | 15
Cc1cc(-c2nnc(SCC(=O)Nc3cccc4ccccc34)n2N)n[nH]1 | 5 | 12
CCOC(=O)Cc1nc(N2CCCN(C(C)=O)CC2)c2c(C)c(C(=O)OCC)sc2n1 | -10 | -1
CC(NC(=O)c1cc2ccc(C(F)(F)F)cc2nc1N)c1cccc2ccccc12 (stereo unspecified) | 1 | -2
CCN(C(=O)[C@@H](C1CC1)[C@@H](O)c1ccc2ccccc2c1)c1ccccc1 | -4 | 11
C#CCN1CC(N(C)CCOC(=O)c2cccs2)CS1(=O)=O (stereo unspecified) | 8 | -3
COC(=O)[C@]12C[C@H](CC(=O)N3CCCC3)C(=O)N(Cc3ccco3)C1=C[C@H](COCc1ccccc1)O[C@@H]2C | -5 | -6
CCCC[C@H]1C2CC(OC(=O)Nc3ccccc3C)C(C2)[C@H]2CCCCN21 (stereo partly specified) | -9 | 1
CC[C@@H](CCC(=O)N(c1ccccc1)c1ccccc1)c1ccc(C)cc1 | 9 | 8
COCCCN1C(=O)[C@H](CC(=O)NCCc2ccccc2OC)[C@]2(C(=O)OC)CCCCC=C12 | -6 | -1
O=C(Nc1ccc(F)cc1)OCc1cn(Cc2ccc(F)cc2F)nn1 | 5 | 5
CC(C)CN1C(=O)[C@]2(CC(=O)N(C)C2c2ccccc2)c2cc(-n3cc(C4=CCCCC4)nn3)ccc21 (stereo partly specified) | -8 | 6

The list is partial, so the mix of outcomes need not match the whole.
